Screens from PubChem BioAssay.
GSK3A inh = blocks human GSK-3 alpha kinase; inhibition, % at 10 µM; 320,000 tested, 0.1% active; ADP-Glo luminescence, 60 min; P49840;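 in the data active means inhibition above about 50%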;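 further: GST-tagged GSK-3 alpha with peptide substrate and 25 µM ATP; 0% = DMSO neutral wells and 100% = GW8510 positive control wells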
Target sequence (P49840 whole entry, looked up): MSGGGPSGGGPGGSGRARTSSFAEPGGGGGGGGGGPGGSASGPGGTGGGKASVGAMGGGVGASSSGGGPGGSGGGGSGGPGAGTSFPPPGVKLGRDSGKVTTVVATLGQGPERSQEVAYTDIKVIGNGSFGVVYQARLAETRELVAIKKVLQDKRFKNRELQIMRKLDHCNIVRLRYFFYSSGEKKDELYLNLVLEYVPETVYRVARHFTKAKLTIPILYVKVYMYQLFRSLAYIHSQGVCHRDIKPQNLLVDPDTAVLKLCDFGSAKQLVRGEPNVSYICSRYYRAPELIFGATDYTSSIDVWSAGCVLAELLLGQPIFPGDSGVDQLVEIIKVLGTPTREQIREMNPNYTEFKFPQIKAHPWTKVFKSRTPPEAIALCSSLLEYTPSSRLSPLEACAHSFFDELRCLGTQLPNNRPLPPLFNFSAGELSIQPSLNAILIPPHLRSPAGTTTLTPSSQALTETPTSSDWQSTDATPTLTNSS
HDAC3 inh = human HDAC3 inhibition. recombinant HDAC3, fluorogenic peptide/trypsin coupled, fluorescence. inhibition, % at 8.3 µM. 320,000 tested, 0.15% active. O15379; in the data active means inhibition above about 26%, passing the limit was not always enough
KCNQ1 block = human KCNQ1 channel inhibition. P51787. CHO-K1 KCNQ1, FluxOR thallium flux fluorescence; stronger effect = higher value. B-score at 10 µM. 310,000 tested, 1.3% active;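 active means compounds whose thallium flux B-score, printed positive for inhibition, exceeds three library SD while starting fluorescence stays within three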;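 further: channel opened by potassium depolarization with thallium stimulus after 20 min compound exposure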
Dyrk1A ADPGlo = inhibitors of rat Dyrk1A kinase. AID 504441. 310,000 tested, 0.43% active. ADP-Glo luminescence, NFATc1 peptide. Q63470. inhibition, % at 12.5 µM; in the data active means inhibition above about 50%;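 further: plate controls were vehicle with enzyme for no effect and no enzyme for full effect; many of its hits are not listed in these tables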
RGS4 pot = potentiators or activators of RGS4 | 310,000 tested, 0.92% active | B-score at 10 µM | HEK293 M3R/inducible RGS4, carbachol calcium flux Fluo4; stronger effect = lower value | AID 463111;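 active means B-score of the integrated calcium signal more than 4 SD below the library mean, with starting fluorescence not abnormally high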;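 further: negative B-score means reduced calcium response which marks RGS4 activation or potentiation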
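Assay system: HEK293 FlpIn-TREx cells, stable M3R, doxycycline-inducible RGS4 / Probe or stimulus: carbachol, ECmax concentration / Times: overnight RGS4 induction, 30 min dye load 37 °C, 20 min compound RT / Signal: kinetic calcium fluorescence imaging with Fluo4-AM dye, 2 µM / Measure: Agonist-evoked peak-minus-minimum fluorescence over baseline, integrated ratio, B score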
KCNQ1 act = potentiates or activates the human KCNQ1 potassium channel. CHO-K1 KCNQ1, thallium flux FluxOR fluorescence; stronger effect = higher value. B-score at 10 µM. 310,000 tested, 0.35% active. AID 2648. P51787;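 active means fluorescence ratio B-score, a plate-corrected score, at least three library SD, with initial intensity B-score within 5 SD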
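System: Stable KCNQ1 CHO-K1 line | Incubation: 90 min dye loading and 20 min compound exposure, both at room temperature | Measure: Ratio B score | Medium: Assay buffer for compound exposure, DMSO matched across wells | Compound dosing: Single-concentration screen | Probe or stimulus: K+/Tl+ depolarizing stimulus | Measured by: Kinetic FluxOR fluorescence, 10 s baseline plus 110 s post-stimulus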
KCNK3 block = human KCNK3 channel inhibition, primary screen; O14649; CHO-KCNK3 thallium flux, FluxOR fluorescence; stronger effect = lower value; B-score at 10 µM; 340,000 tested, 0.84% active; AID 602410;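 active means B-score under library mean minus 4 SD, starting fluorescence ratio at most library mean plus 5 SD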;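 further: more negative B-score means stronger inhibition of thallium flux through KCNK3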
Target sequence (O14649 whole entry, looked up): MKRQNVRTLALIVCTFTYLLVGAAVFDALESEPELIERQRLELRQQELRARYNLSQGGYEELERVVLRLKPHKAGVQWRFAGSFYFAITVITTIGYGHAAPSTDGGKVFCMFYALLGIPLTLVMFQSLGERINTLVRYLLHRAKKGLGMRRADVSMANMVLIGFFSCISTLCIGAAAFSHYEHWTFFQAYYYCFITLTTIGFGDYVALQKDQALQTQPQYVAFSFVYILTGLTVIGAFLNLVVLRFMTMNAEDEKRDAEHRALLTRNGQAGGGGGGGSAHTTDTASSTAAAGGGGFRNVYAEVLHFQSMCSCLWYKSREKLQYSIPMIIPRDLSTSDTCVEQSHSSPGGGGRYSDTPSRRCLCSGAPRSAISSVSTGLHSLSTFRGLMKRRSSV
hERG rescue = hERG (human) protection from proarrhythmic block; Q12809; CHO-hERG, FluxOR thallium flux, dofetilide IC70 present; activation (rescue from dofetilide block), less the hit threshold, % at 10 µM; 310,000 tested, 0.51% active; AID 1511;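 active means activation above the mean of controls blocked by dofetilide plus 5 SD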;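 further: thallium influx through hERG after potassium depolarization seen as dye fluorescence rise; in these data hits start at about 4.7%; inactives centre near -7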
GSK3beta inhib = human GSK3beta kinase inhibition; P49841; GST-GSK3beta kinase, ADP-Glo luminescence, 60 min; stronger effect = lower value; activity score (negative = inhibition), % at 10 µM; 300,000 tested, 0.038% active; AID 2097;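 active means more than half of replicate wells score below -50%, meaning over 50% inhibition versus plate controls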;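 further: 0% = median DMSO wells and -100% = median GW8510 positive control wells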
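Assay system: GST-fused GSK3beta enzyme, cell-free / Medium: Tris pH 7.5 buffer with MgCl2, DTT, BSA, heparin / Also added: peptide substrate plus 25 µM ATP (final) / Compound: 10 µM single point / Timing: kinase reaction with compound 60 min at room temperature / Detection: ADP-Glo luminescence / Benchmarks: DMSO neutral wells and GW8510 at 20 µM as positive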
KCNK9 inh = inhibitors of human KCNK9 two-pore domain potassium channel; Q9NPC2; HEK293 KCNK9, FluxOR thallium flux fluorescence; stronger effect = lower value; B-score at 10 µM; 310,000 tested, 1.2% active; AID 488922;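 active means ratio B-score over 3 SD below the library mean, with starting fluorescence within 5 SD of its mean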;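 further: negative B-score means less thallium flux so channel inhibition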
PolyA inhibitor = blocks polyadenylation in yeast reporter cells; AID 1875; calls only at 12 µM; S. cerevisiae SKY197-pL101 polyadenylation reporter, beta-gal luminescence; efflux-impaired pdr1/pdr3 knockout yeast; score 100 = 6 SD above DMSO; 300,000 tested, 0.02% active;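 active means lowest replicate activity score at least 50, where 100 means six control SD above control mean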;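 further: yeast exposed to compound for 9 h at 30 °C; higher score means more reporter readthrough which indicates perturbed polyadenylation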
Numbers without * were called inactive; i = inactive; · = no result given. Only part of the results is shown, so the mix of outcomes need not match the whole.

SMILES	GSK3A inh	HDAC3 inh	KCNQ1 block	Dyrk1A ADPGlo	RGS4 pot	KCNQ1 act	KCNK3 block	hERG rescue	GSK3beta inhib	KCNK9 inh	PolyA inhibitor
COc1cc(/C=C/C2=NC(=O)C(C)(C)O2)ccc1O	9.9	24.8	i	·	i	i	·	-7.4	-0.6	i	i
CC(=O)c1cn(C(=O)c2ccc(Cl)cc2)c2ccccc12	-1.2	-4.4	i	-4.7	i	i	i	-4.7	1.4	i	i
COC(=O)N/N=C/c1cccs1	-0.6	2.7	i	-2.1	i	i	i	-20.5	-1.7	i	i
Cn1c(SCC(=O)N2CCCC2)nc2ccccc2c1=O	-1.2	6.2	i	20.2	i	i	i	-9.8	0.7	i	i
O=C(Nc1cccc(S(=O)(=O)N2CCOCC2)c1)c1ccccn1	-0.8	1.3	i	·	i	i	i	-17.0	-0.1	i	i
Cc1nonc1C(=O)N/N=C/c1cccc(O)c1	0.2	-0.2	i	16.0	i	i	i	-4.9	-6.5	i	i
Cc1ccc(Cn2ccc(NC(=O)c3cc(CC(C)C)on3)n2)cc1	-1.3	8.3	i	-0.2	i	i	i	-10.8	3.4	i	i
O=C(/C=N/NC(=O)c1ccc(Cl)cc1Cl)c1ccccc1	0.1	4.4	i	-8.1	i	i	i	-4.5	-6.6	i	i
CCCCn1c(CCNC(=O)CCC)nc2ccccc21	-2.2	·	i	-0.7	i	i	i	-5.4	-3.6	i	i
O=C(/C=C/c1ccccc1Cl)N1CCOCC1	-3.8	-4.8	i	3.7	i	i	i	-2.4	0.6	i	i
O=C(NCC(c1ccco1)N1CCc2ccccc2C1)c1ccccc1Br (centres undefined)	-4.5	-1.8	i	15.9	i	i	i	-8.9	-1.0	i	i
O=C(COc1ccccc1)Nc1ccc(OC(F)(F)C(F)F)c(NC(=O)COc2ccccc2)c1	-0.8	-0.1	i	-1.4	i	i	i	-8.8	-1.1	i	i
FC(F)(F)c1cc(C(F)(F)F)c2ccc(Oc3ccccc3)nc2n1	0.8	6.8	i	3.1	i	i	i	-11.5	0.5	i	i
CC1=CCCC(C)(C)C1/C=C/C(C)=N/NC(=O)c1ccncc1 (centres undefined)	-1.9	-5.1	i	·	i	i	i	-10.2	-4.4	i	i
O=C(Nc1nnc(SCc2ccccc2)s1)C1=COCCO1	0.5	-1.8	i	-5.6	i	i	i	-9.2	0.4	i	i
Cc1cc(C)c(/C=N/NC(N)=O)c(C)c1/C=N/NC(N)=O	-0.8	4.7	i	4.0	i	i	i	-6.9	-0.2	i	i
Cc1cc(C)c2[nH]c(=O)c(=O)[nH]c2c1	-0.1	-1.4	i	8.0	i	i	i	-7.3	-2.0	i	i
COc1ccc(NS(=O)(=O)c2cc(NC(=O)CNC(=O)c3ccc(C)s3)ccc2Cl)cc1	·	·	i	5.1	i	i	i	-8.7	3.0	i	i
OCC1(Cc2ccccc2F)CCCN(CC2CCCCC2)C1 (centres undefined)	·	-5.6	i	9.6	i	i	i	-8.8	1.7	i	i
Cc1ccc(S(=O)(=O)N/N=C/c2cccc(OC3CSC3)c2)cc1	-2.9	-1.5	i	-11.8	i	i	i	-8.1	3.0	i	i

The closing 2 compounds of the section before open the next one:
SMILES	GSK3A inh	HDAC3 inh	KCNQ1 block	Dyrk1A ADPGlo	RGS4 pot	KCNQ1 act	KCNK3 block	hERG rescue	GSK3beta inhib	KCNK9 inh	PolyA inhibitor
OCC1(Cc2ccccc2F)CCCN(CC2CCCCC2)C1 (centres undefined)	·	-5.6	i	9.6	i	i	i	-8.8	1.7	i	i
Cc1ccc(S(=O)(=O)N/N=C/c2cccc(OC3CSC3)c2)cc1	-2.9	-1.5	i	-11.8	i	i	i	-8.1	3.0	i	i
COc1ccccc1C(=O)NC(=O)COC(=O)CCOc1ccc(C)cc1	1.6	7.0	i	-4.9	i	i	i	-9.5	-1.1	i	i
Cc1ccccc1OCC(=O)Nc1c2c(nn1C(C)(C)C)CS(=O)(=O)C2	-0.9	1.3	i	-2.1	i	i	i	-4.7	0.4	i	i
CCN(CC)S(=O)(=O)c1cc(C(=O)NCCN2CCOCC2)ccc1Cl	-0.1	0.2	i	4.6	i	i	i	-2.2	1.2	i	i
c1ccc(CCNc2nc(-c3ccncc3)cs2)cc1	0.0	-4.1	i	·	i	i	i	-9.1	0.0	i	i
COc1cc(C=O)ccc1OS(=O)(=O)c1ccccc1[N+](=O)[O-]	6.5	-3.1	i	5.6	i	i	i	-6.5	-1.7	i	i
CC(C)(C)c1ccc(C(=O)NNc2cc(N3CCCCC3)nc(N3CCCCC3)n2)cc1	-0.3	-1.3	i	-1.0	i	i	i	-10.6	1.8	i	i
CC(C)Sc1cc(N2CCCC2)nc(-c2ccccc2)n1	·	-0.5	i	-0.8	i	i	i	-4.1	5.4	i	i
COc1ccc(CN2C(=O)C(CC(C)C)Nc3ncnc(N4CCN(c5ccccc5)CC4)c32)cc1 (centres undefined)	0.1	1.9	i	-0.4	i	i	i	-4.5	-1.9	i	i
CCNc1nc(NC(C)C)nc(Oc2ccc(OCc3ccccc3)nn2)n1	3.2	-10.6	i	-4.7	i	i	i	-9.7	2.5	i	i
CCN(CC(=O)NCc1ccc(F)cc1)C(=O)/C=C/c1ccco1	-4.8	4.5	i	-5.7	i	i	i	-9.2	4.1	i	i
COc1ccc(C(=O)CSc2nc(-c3ccccn3)nc(C)c2Cl)cc1	-0.4	5.3	i	-13.4	i	i	i	-4.5	-1.6	i	i
O=C(CS(=O)(=O)Cc1ccccc1)Nc1ccccn1	0.1	5.4	i	3.7	i	i	i	-5.2	1.4	i	i
Cc1ccc(NS(=O)(=O)c2ccc(NC(=O)CN(c3cc([N+](=O)[O-])ccc3C)S(C)(=O)=O)cc2)c(C)c1	0.0	1.0	i	-1.5	i	i	i	-5.6	2.8	i	i
CCc1cccc2c(C(=S)N3CCOCC3)c[nH]c12	-2.2	-0.7	i	2.9	i	i	i	-11.1	2.1	i	i
Cc1ccccc1N1C(=O)C(Oc2ccc(Cl)cc2)C1CNCC1CCCO1 (centres undefined)	-6.0	1.3	i	-2.0	i	i	i	-9.9	2.0	i	i
CCN1CCN(Cc2ccc(NC(=O)c3cc(NC(=O)c4cc(-c5ccc(OC)cc5)n[nH]4)cc(OC)c3)cc2C(F)(F)F)CC1	-3.1	-4.5	i	9.8	i	i	i	-34.9	3.2	i	i
Cn1c(SCC(=O)N2CCCc3ccccc32)nc2cccnc21	-3.5	6.0	i	-10.4	i	i	i	-13.0	2.6	i	i
CCN(CC)S(=O)(=O)c1ccc(N2CCOCC2)c(NC(=O)C2=COCCO2)c1	-1.5	0.5	i	3.7	i	i	i	-10.6	4.2	i	i
Cc1ccc(NC(=O)Cn2c(=O)n(CCCC(=O)NCc3ccco3)c(=O)c3ccccc32)cc1	0.8	3.4	i	-10.5	i	i	i	-5.9	-0.7	i	i
Nc1nc(SCc2cccc(Br)c2)n[nH]1	2.6	0.0	i	3.1	i	i	i	-6.6	1.1	i	i
O=C(O)c1ccc(CNCc2ccc(Cl)cc2Cl)cc1	0.1	-3.9	i	-1.2	i	i	i	-9.8	1.5	i	i
CCCCNC(=O)c1ccc(Cn2c(=S)[nH]c3c([nH]c4ccc(OC)cc43)c2=O)cc1	-0.9	-12.1	i	0.1	i	i	i	-3.5	1.1	i	i
CC(=O)c1cccc(CN2CCCC(C(=O)c3ccc4c(c3)OCO4)C2)c1 (centres undefined)	-1.8	-1.9	i	-5.7	-8.3*	i	i	-15.6	1.3	i	i
COC(=O)/C=C/C(=O)Nc1ccc(O)c(Cl)c1	1.4	-3.5	i	-2.8	i	i	i	-7.0	3.7	i	i
Cn1c(SC(C(=O)Nc2ccc(F)cc2)c2ccccc2)nc2ccccc21 (centres undefined)	1.0	11.4	i	-1.5	i	i	i	-4.6	0.4	i	i
CNS(=O)(=O)c1cccc(C(=O)NNC(=O)c2ccc(COc3ccccc3)cc2)c1	-1.5	-2.6	i	9.6	i	i	i	-10.2	·	i	i
COc1ccc(C)cc1NC(=O)CCC(=O)Nc1nnc(C(F)(F)F)s1	1.0	-0.9	i	3.5	i	i	i	-0.9	-5.1	i	i
COc1ccc(NC(=O)Cn2c(=O)oc3cc(S(=O)(=O)N4CCCC4)ccc32)cc1	0.0	-1.6	i	4.1	i	i	i	-2.6	-2.9	i	i
CC(C)(C)OC(=O)NCCCC1=CC2=CC(=O)C(C)(OC(=O)c3ccc(Cl)nc3)C(=O)C2=CO1 (centres undefined)	0.4	-6.9	i	·	i	i	·	-11.7	-0.5	i	i
CN(C)/C=C/C(=O)c1ccccc1OCc1cnc(Cl)s1	-0.8	3.6	i	2.9	i	i	i	-2.4	0.4	i	i
CCc1ccccc1NC(=S)Nn1cnnc1	·	-7.3	i	8.0	i	i	i	-10.5	3.9	i	·
CCCC1C2C(=O)N(c3ccc(OC)cc3)C(=O)C2ON1c1ccccc1 (centres undefined)	-1.4	-5.2	i	1.6	i	i	i	-13.7	-0.8	i	i
COc1cccc2cc(-c3nnc(SCC(=O)Nc4cc(C(F)(F)F)ccc4Cl)n3N)oc12	-4.3	-0.7	i	1.5	i	i	i	-16.7	-3.2	i	i
CCc1cccc(C)c1NC(=O)Nc1c(Br)cnn1C	-0.5	4.5	i	1.6	i	i	i	-7.0	-0.2	i	i
CCOc1ccc(CCNC(=O)CS(=O)Cc2nc(-c3ccc(OC)c(OC)c3)oc2C)cc1OCC (centres undefined)	-1.8	-0.5	i	-2.1	i	i	i	-12.4	0.4	i	i
CC(/C=C1\SC(=S)N(NS(=O)(=O)c2ccc(C)cc2)C1=O)=C\c1ccccc1	-0.2	7.0	i	-9.0	-7.31*	39*	i	2.1	1.8	i	i
Cc1ccc(S(=O)(=O)N2CCN(C3CC(=O)N(Cc4ccccc4)C3=O)CC2)cc1C (centres undefined)	-1.1	-1.6	i	-6.9	i	i	i	-5.6	-2.3	i	i
CC(NS(=O)(=O)c1ccc(Br)cc1)C(N)=O (centres undefined)	0.1	-4.6	i	-1.5	i	i	i	-5.4	1.0	i	i
O=c1[nH]c(CSc2ncccn2)nc2c1cnn2-c1ccccc1	0.2	0.3	i	9.4	i	i	i	-9.3	-3.5	i	i
